# NR3A LBD binder – binders of NR3A ligand-binding domain, primary screen, biophysical, differential scanning fluorimetry, uHTS. Glutamate receptor ionotropic, NMDA 3A (GRIN3A) ligand-binding domain. NR3A LBD differential scanning fluorimetry, Tm shift; 0% = protein alone, 100% = glycine-bound protein. Tm shift relative to glycine control, % at 25 µM. 2.5% of 340,000 active. AID 1259313, 2017;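 active = melting temperature shift of at least 10% of the positive control shift, at one fixed dose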
# MPTP inh – mitochondrial permeability transition pore inhibitors, primary screen, biochemical, isolated mouse mitochondria, absorbance | Ca2+ swelling absorbance, 30 min | inhibition, % at 10 µM | 1.4% of 360,000 active;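 active = inhibition of 50% or more, scaled per plate between neutral and stimulator controls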;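 note: 0% = DMSO wells given calcium and 100% = 1 mM EGTA wells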
# Numbers without * were called inactive.
[1] CCN(CC)CCNC(=O)c1ccc(NC(=O)Cc2ccc(OC)c(S(=O)(=O)N3CCOCC3)c2)cc1
  NR3A LBD binder: 0	MPTP inh: -0.4

[2] O=C(COc1ccc(Br)cc1)NNC(=O)Cc1ccc(S(=O)(=O)N2CCOCC2)s1
  NR3A LBD binder: -1	MPTP inh: 0.0

[3] c1ccc(-c2cn3nc(-c4ccccc4)cnc3n2)cc1
  NR3A LBD binder: -3	MPTP inh: 0.5

[4] CN1C(=O)C(CC#N)(C2(CC#N)C(=O)N(C)c3ccccc32)c2ccccc21 (stereo unspecified)
  NR3A LBD binder: 0	MPTP inh: -0.2

[5] COc1cc(C=c2c3ccccc3n3c2cc(-c2ccccc2)[n+]3C)cc(OC)c1OC
  NR3A LBD binder: -4	MPTP inh: -3.7

[6] O=C(O)C(Cc1ccc(O)c([N+](=O)[O-])c1)N1C(=O)c2ccccc2C1=O (stereo unspecified)
  NR3A LBD binder: 1	MPTP inh: 0.2

[7] Clc1ccc(C=NN2CCCCCC2)c(Cl)c1
  NR3A LBD binder: 1	MPTP inh: 1.1

[8] CN(C)CC1CCC/C(=C\c2ccc(OC(=O)/C=C/c3ccc(Cl)c(Cl)c3)cc2)C1=O (stereo unspecified)
  NR3A LBD binder: 4	MPTP inh: -1.9

[9] O=C(COc1ccc(/C=N/NC(=O)C(=O)N2CCCCCC2)cc1)Nc1ccccc1Cl
  NR3A LBD binder: -8	MPTP inh: 14

[10] COc1ccc(C(=O)N2CCN(c3ncnc4c(-c5ccccc5)nsc34)CC2)cc1
  NR3A LBD binder: 1	MPTP inh: -0.6

[11] Cc1ccc(-c2[nH]nc(N)c2N=Nc2cccc(Cl)c2C)cc1
  NR3A LBD binder: 28*	MPTP inh: 18

[12] O=C(OCc1ccccc1)N1CCC2CC1c1cc(N3CCCCC3)ccc12 (stereo unspecified)
  NR3A LBD binder: -2	MPTP inh: -0.3

[13] CCN(CC)CCNc1ccc(C)c2sc3ccc(O)cc3c(=O)c12
  NR3A LBD binder: 2	MPTP inh: 4.6

[14] CCOC(=O)c1c(C)c(C(=O)NC2CCCCC2)c(C)n1CC
  NR3A LBD binder: 0	MPTP inh: -2.9

[15] C#CCN1[C@@H]2CCN(C2)c2cc(Br)ccc2S1(=O)=O
  NR3A LBD binder: -1	MPTP inh: -0.5

[16] CCOC(=O)CC1(C)NC(C(=O)O)C(C)(C)S1 (stereo unspecified)
  NR3A LBD binder: 0	MPTP inh: 0.9

[17] O=C(COc1cccc(C(F)(F)F)c1)Nc1cccc(S(=O)(=O)NC2=NCCCCC2)c1
  NR3A LBD binder: -1	MPTP inh: 5.4

[18] c1ccc(CNc2ncnc3[nH]ncc23)cc1
  NR3A LBD binder: -1	MPTP inh: -0.9

[19] O=C(NN=Cc1c(O)ccc2ccccc12)c1ccncc1
  NR3A LBD binder: -6	MPTP inh: 0.6

[20] CC(=O)Nc1ccc(S(=O)(=O)NN=CCCc2ccccc2)cc1
  NR3A LBD binder: 2	MPTP inh: 0.1

[21] CC1(C)OC2CC3C4CCC5=CC(=O)CCC5(C)C4(F)C(O)CC3(C)C2(C(=O)CO)O1 (stereo unspecified)
  NR3A LBD binder: -2	MPTP inh: -0.9

[22] O=C(O)C1CC(C(=O)O)SS1 (stereo unspecified)
  NR3A LBD binder: -1	MPTP inh: 0.4

[23] O=C(C1=NN(c2ccccc2)C2C(=O)N(c3cccc(Cl)c3)C(=O)C12)c1ccccc1 (stereo unspecified)
  NR3A LBD binder: -7	MPTP inh: 3.5

[24] Cc1ccccc1C(=O)/C(C#N)=N/Nc1c(C)n(C)n(-c2ccccc2)c1=O
  NR3A LBD binder: -4	MPTP inh: -2.1

[25] COc1ccc(C(=O)COc2ccc(C(C)=O)cc2OC)cc1OC
  NR3A LBD binder: 0	MPTP inh: -0.9

[26] O=[N+]([O-])c1ccccc1Nc1cccc(F)c1
  NR3A LBD binder: 1	MPTP inh: -2.5

[27] O=C(O)C1OC1(c1ccccc1Cl)c1ccccc1Cl (stereo unspecified)
  NR3A LBD binder: 0	MPTP inh: -0.2

[28] CN(C(=O)Nc1cccc([N+](=O)[O-])c1)c1ccccc1
  NR3A LBD binder: -3	MPTP inh: 2.8

[29] O=C1N/C(=C/c2ccc(N3CCOCC3)o2)C(=O)N1c1ccccc1
  NR3A LBD binder: 2	MPTP inh: 1.5

[30] CCOC(=O)c1c(C)[nH]c(C)c1C(=O)COC(=O)/C=C/c1cccc(C(F)(F)F)c1
  NR3A LBD binder: -1	MPTP inh: 1.8

# Sorted by formula weight (smallest number first): some entries from above
[18] c1ccc(CNc2ncnc3[nH]ncc23)cc1
  NR3A LBD binder: -1	MPTP inh: -0.9

[26] O=[N+]([O-])c1ccccc1Nc1cccc(F)c1
  NR3A LBD binder: 1	MPTP inh: -2.5

[16] CCOC(=O)CC1(C)NC(C(=O)O)C(C)(C)S1 (stereo unspecified)
  NR3A LBD binder: 0	MPTP inh: 0.9

[28] CN(C(=O)Nc1cccc([N+](=O)[O-])c1)c1ccccc1
  NR3A LBD binder: -3	MPTP inh: 2.8

[19] O=C(NN=Cc1c(O)ccc2ccccc12)c1ccncc1
  NR3A LBD binder: -6	MPTP inh: 0.6

[27] O=C(O)C1OC1(c1ccccc1Cl)c1ccccc1Cl (stereo unspecified)
  NR3A LBD binder: 0	MPTP inh: -0.2

[14] CCOC(=O)c1c(C)c(C(=O)NC2CCCCC2)c(C)n1CC
  NR3A LBD binder: 0	MPTP inh: -2.9

[11] Cc1ccc(-c2[nH]nc(N)c2N=Nc2cccc(Cl)c2C)cc1
  NR3A LBD binder: 28*	MPTP inh: 18

[29] O=C1N/C(=C/c2ccc(N3CCOCC3)o2)C(=O)N1c1ccccc1
  NR3A LBD binder: 2	MPTP inh: 1.5

[25] COc1ccc(C(=O)COc2ccc(C(C)=O)cc2OC)cc1OC
  NR3A LBD binder: 0	MPTP inh: -0.9

[20] CC(=O)Nc1ccc(S(=O)(=O)NN=CCCc2ccccc2)cc1
  NR3A LBD binder: 2	MPTP inh: 0.1

[13] CCN(CC)CCNc1ccc(C)c2sc3ccc(O)cc3c(=O)c12
  NR3A LBD binder: 2	MPTP inh: 4.6

[24] Cc1ccccc1C(=O)/C(C#N)=N/Nc1c(C)n(C)n(-c2ccccc2)c1=O
  NR3A LBD binder: -4	MPTP inh: -2.1

[12] O=C(OCc1ccccc1)N1CCC2CC1c1cc(N3CCCCC3)ccc12 (stereo unspecified)
  NR3A LBD binder: -2	MPTP inh: -0.3

[23] O=C(C1=NN(c2ccccc2)C2C(=O)N(c3cccc(Cl)c3)C(=O)C12)c1ccccc1 (stereo unspecified)
  NR3A LBD binder: -7	MPTP inh: 3.5

[21] CC1(C)OC2CC3C4CCC5=CC(=O)CCC5(C)C4(F)C(O)CC3(C)C2(C(=O)CO)O1 (stereo unspecified)
  NR3A LBD binder: -2	MPTP inh: -0.9

[17] O=C(COc1cccc(C(F)(F)F)c1)Nc1cccc(S(=O)(=O)NC2=NCCCCC2)c1
  NR3A LBD binder: -1	MPTP inh: 5.4

# (next part)
[31] COc1ccc2c(c1)sc(N)[n+]2Cc1cc(C)cc2cccnc12
  NR3A LBD binder: -3	MPTP inh: 22

[32] O=C(CCCn1c(=O)[nH]c2cc(Cl)ccc2c1=O)N1CCN(c2ccc([N+](=O)[O-])cc2)CC1
  NR3A LBD binder: -1	MPTP inh: 42

[33] Cn1c(O)c(N=NC(=S)Nc2ccccc2F)c2cc(S(=O)(=O)N3CCOCC3)ccc21
  NR3A LBD binder: -6	MPTP inh: -0.2

[34] O=c1c(O)c(-c2ccc(O)c(O)c2)oc2cc(O)ccc12
  NR3A LBD binder: 8	MPTP inh: -0.7

[35] O=C(NN=Cc1ccc2c(c1)OCO2)c1ccccc1
  NR3A LBD binder: -1	MPTP inh: -0.4

[36] Cc1oc2c(F)c(F)c(F)c(F)c2c1S(=O)(=O)Nc1cccc(C(F)(F)F)c1
  NR3A LBD binder: 30*	MPTP inh: 83*

[37] CC(C)CNC(=O)COC(=O)c1c2c(nc3ccccc13)/C(=C/c1cccs1)CC2
  NR3A LBD binder: -5	MPTP inh: 1.4

[38] Nc1ccc2cc3[nH]c4cc(N)ccc4c3nc2c1
  NR3A LBD binder: -4	MPTP inh: 3.4

[39] O=C(NNC(=O)c1cccc(S(=O)(=O)N2CCc3ccccc32)c1)c1ccccc1
  NR3A LBD binder: 3	MPTP inh: 100*

[40] C/C(=C/CCC(C)[C@H]1CC[C@@]2(C)C3=C(CC[C@]12C)[C@@]1(C)CCC(=O)C(C)(C)[C@@H]1CC3)C(=O)O (stereo partly specified)
  NR3A LBD binder: -5	MPTP inh: 15

[41] Cc1ccc(S(=O)(=O)c2ccc([N+](=O)[O-])o2)cc1
  NR3A LBD binder: -2	MPTP inh: -1.0

[42] CCCCn1c(N)c(N(CCOC)C(=O)c2ccc(N3C(=O)c4ccccc4C3=O)cc2)c(=O)[nH]c1=O
  NR3A LBD binder: 0	MPTP inh: -0.7

[43] O=C1[C@@H](Oc2ccccc2)[C@@H](c2ccccc2)N1c1cccnc1
  NR3A LBD binder: 2	MPTP inh: -0.7

[44] Oc1ccc(C=NN=C2c3ccccc3-c3ccccc32)c(O)c1
  NR3A LBD binder: 23*	MPTP inh: 3.4

[45] Cc1ccc(OC(=O)CCC(=O)Oc2ccc(C)cc2C)c(C)c1
  NR3A LBD binder: 1	MPTP inh: -1.5

[46] CN(Cc1ccccc1)C(=O)c1ccc(NC(=O)Cc2ccc(NC(=O)C3CCCN(C(=O)C4CCC4)C3)cc2)cc1 (stereo unspecified)
  NR3A LBD binder: -1	MPTP inh: -1.0

[47] CCCCSc1nnc(-c2ccc(C)cc2)c2ccccc12
  NR3A LBD binder: -7	MPTP inh: -0.2

[48] COc1ccc(C2=CCCCCC2)c(OC)c1OC
  NR3A LBD binder: 0	MPTP inh: -1.1

[49] COc1cccc(Nc2ncccc2C(=O)NCc2ccccc2)c1
  NR3A LBD binder: -3	MPTP inh: 0.4

[50] CCCN(CC(=O)Nc1ccccc1C)C(=O)c1cnc(C)cn1
  NR3A LBD binder: 3	MPTP inh: -3.5

[51] CC(C)C[C@@H](CN1CCC[C@@H]1CN1C(=O)C(=O)NC[C@@H]1Cc1ccccc1)N1C[C@H](Cc2ccc(O)cc2)N(CCc2ccccc2)C(=O)C1=O
  NR3A LBD binder: -1	MPTP inh: -0.3

[52] COC(OC)C1(CCc2ccccc2)NC(=O)NC1=O (stereo unspecified)
  NR3A LBD binder: 0	MPTP inh: -0.4

[53] Cn1ncc2c(N)nc(NCCO)nc21
  NR3A LBD binder: 2	MPTP inh: -0.4

[54] O=C(NCCCN1CCOCC1)c1cccc(NC(=O)c2ccccc2)c1
  NR3A LBD binder: -3	MPTP inh: -0.3

[55] O=C1NC(=S)NC(=O)C1=Cc1ccccc1C(=O)O
  NR3A LBD binder: 0	MPTP inh: -0.2

[56] CC(=O)OCC(=O)C1(O)CCC2C3CC(C)C4=CC(=O)CCC4(C)C3C(O)CC21C (stereo unspecified)
  NR3A LBD binder: 2	MPTP inh: -2.5

[57] CCN(C(=O)CCc1nc(-c2ccccc2F)no1)c1cc(OC)ccc1OC
  NR3A LBD binder: -1	MPTP inh: -2.1

[58] CCCc1nnc(NS(=O)(=O)c2ccc(C)cc2)o1
  NR3A LBD binder: 0	MPTP inh: -0.5

[59] O=C1C2CCCN2C(=O)N1CCN1CCN(c2cccc(C(F)(F)F)c2)CC1 (stereo unspecified)
  NR3A LBD binder: 0	MPTP inh: 1.2

[60] CCOc1ccc(NC(=O)CN(C)C(=O)c2ccc3c(c2)S(=O)(=O)N=C2CCCCCN23)cc1OCC
  NR3A LBD binder: 0	MPTP inh: -0.5

# Fetched one by one from the entries so far (two):
[60] CCOc1ccc(NC(=O)CN(C)C(=O)c2ccc3c(c2)S(=O)(=O)N=C2CCCCCN23)cc1OCC
  NR3A LBD binder: 0	MPTP inh: -0.5

[59] O=C1C2CCCN2C(=O)N1CCN1CCN(c2cccc(C(F)(F)F)c2)CC1 (stereo unspecified)
  NR3A LBD binder: 0	MPTP inh: 1.2

# (list continues)
[61] C=CCn1c2ccccc2c2nnc(SCC(=O)Nc3c(C)n(C)n(-c4ccccc4)c3=O)nc21
  NR3A LBD binder: -1	MPTP inh: -2.3

[62] c1ccc2[nH]c(-c3cscn3)nc2c1
  NR3A LBD binder: -2	MPTP inh: -0.7

[63] CN1C[C@@H]2[C@@H]3C(=O)N(Cc4ccccc4)C(=O)[C@@H]3[C@](C)(C1=O)N2C(=O)c1ccc(F)cc1
  NR3A LBD binder: 0	MPTP inh: 0.1

[64] CCN(CC)S(=O)(=O)c1cccc(C(=O)N/N=C/c2ccc(O)c(O)c2O)c1
  NR3A LBD binder: -4	MPTP inh: 1.1

[65] CC1=C(O)C(=O)C(C2=C(O)C(=O)C(C)=C(O)C2=O)=C(O)C1=O
  NR3A LBD binder: -5	MPTP inh: -1.8

[66] O=C1NC(=O)c2c(Br)c(Br)c(Br)c(Br)c21
  NR3A LBD binder: 1	MPTP inh: 1.9

# A portion of the library; rates above refer to the full screens.
